# CAL PDZ FP-1 = blocks peptide binding to human CAL PDZ domain; AID 504414; 330,000 compounds, 0.02% hits; Q9HD26; purified CAL PDZ, TMR-peptide fluorescence polarization, 1 h; inhibition, % at 20 µM;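 active means highest replicate inhibition of at least 40%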;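 further: plate controls were DMSO neutral control wells for no effect and unlabeled competitor peptide control wells for full effect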
#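 Test system: tagged CAL PDZ domain / Buffer or medium: sodium phosphate/NaCl buffer pH 7.4 with TCEP, IgG, Thesit / Reagent: TMR-labelled reporter peptide T*-PRC34 bound in PDZ groove / Compound dosing: single point, 20 µM / Schedule: 1 h incubation at room temperature before polarization reading / Technique: fluorescence polarization (mP) / Benchmarks: unlabelled peptide, DMSO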
# phage Ecoli inh = E. coli growth loss with phage present. 360,000 compounds, 0.26% hits. inhibition, % at 11.9 µM. growth absorbance. AID 651602; in the data active means inhibition above about 11%
# CAL PDZ FP-2 = CAL PDZ (human) peptide binding inhibition | Q9HD26 | purified CAL PDZ, TMR-peptide fluorescence polarization, 1 h | inhibition, % at 24.9 µM | 300,000 compounds, 0.92% hits | AID 602252;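 active means mean inhibition of at least 30% with at least half of replicates also reaching 30%; inconclusive means no clear call, values can overlap the other calls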;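 further: 0% = DMSO neutral control and 100% = excess unlabeled competitor peptide PRC23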
# Tat transport = inhibitors of E. coli Tat protein transport; E. coli MC4100 TorA-mCherry Tat export, fluorescence; inhibition, % at 10 µM; 340,000 compounds, 0.036% hits; AID 488895;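 active means mean replicate inhibition at least 50% and at least half of replicates individually reaching 50%; inconclusive means only one of the two criteria met; inactive means neither criterion met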;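 further: exported cargo escapes ClpAP degradation while cytoplasmic cargo is degraded and loses fluorescence; 0% = median of neutral control wells and 100% = median of NaSCN control wells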
# MITF TRPM1 HTS = MITF TRPM1 promoter activation in melanoma cells | SK-MEL-5 TRPM1-promoter luciferase, 24 h; % of positive control, neutral wells = 0 | activation, % at 12.5 µM | 300,000 compounds, 0.75% hits | AID 588334;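 active means mean activation of at least 80% with every replicate also reaching 80%; inconclusive means mean reaches 80% but some replicate falls short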;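 further: 0% = neutral control wells and 100% = parthenolide positive control wells; values of inactives mirror those of a sister screen read the other way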
# SR-BI HDL uptake = inhibitors of mouse SR-BI mediated HDL lipid uptake; AID 488896; ldlA[mSR-BI] CHO cells, DiI-HDL uptake fluorescence, 3 h; 320,000 compounds, 0.96% hits; Q61009; inhibition, % at 12.5 µM;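 active means mean replicate inhibition of at least 70% and a set share of replicates each scoring 70 or more; inconclusive means meets just one of the two criteria; inactive means fails both criteria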;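 further: 0% = median of neutral control wells and 100% = median of positive control wells; values of inactives mirror those of a sister screen read the other way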
# Target sequence (Q61009 whole entry, looked up): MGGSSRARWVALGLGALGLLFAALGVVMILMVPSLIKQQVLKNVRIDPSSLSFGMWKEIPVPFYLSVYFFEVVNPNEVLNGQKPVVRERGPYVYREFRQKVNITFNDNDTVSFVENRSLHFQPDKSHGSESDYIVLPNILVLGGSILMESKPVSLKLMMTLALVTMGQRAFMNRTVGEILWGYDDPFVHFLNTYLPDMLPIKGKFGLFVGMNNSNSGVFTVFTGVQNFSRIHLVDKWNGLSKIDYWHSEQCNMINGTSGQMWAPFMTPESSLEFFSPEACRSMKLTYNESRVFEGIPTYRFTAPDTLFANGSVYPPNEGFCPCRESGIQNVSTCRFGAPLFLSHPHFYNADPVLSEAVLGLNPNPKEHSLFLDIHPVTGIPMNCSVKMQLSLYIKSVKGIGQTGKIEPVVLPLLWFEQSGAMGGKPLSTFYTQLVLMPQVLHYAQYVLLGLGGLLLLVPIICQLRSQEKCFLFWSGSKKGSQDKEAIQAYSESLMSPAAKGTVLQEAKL
# SR-BI uptake up = SR-BI HDL lipid transfer activation; activation, % at 12.5 µM; CHO ldlA[mSR-BI] cells, DiI-HDL uptake fluorescence, 3 h; 100 = double the neutral-control signal; 320,000 compounds, 0.096% hits;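 active means mean replicate activation of at least 60% and every replicate at or above 60%; inconclusive means mean or all-replicate condition met, but not both; inactive means mean below 60% and not all replicates reaching 60%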;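 further: 0% = median plate neutral-control signal and 100% = twice that signal; values of inactives mirror those of a sister screen read the other way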
#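 System: LDL receptor-deficient CHO ldlA cells overexpressing murine SR-BI | Timing: 3 h uptake period with compound, 37 °C | Medium: HEPES-buffered (25 mM, pH 7.4) F12 plus 0.5% BSA | Dosing: Single-point compound dose | Signal: Bottom-read fluorescence, 550/595 nm | Read-out: Retained DiI signal reflecting DiI-HDL uptake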
# Wnt bcat act = activators of Wnt/beta-catenin signaling; Wnt/beta-catenin reporter cell assay, activator, plate reader; activation, % at 9.35 µM; 300,000 compounds, 1.2% hits; in the data active means activation above about 30%, passing the limit was not always enough; inconclusive means no clear call, values can overlap the other calls;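 further: 0% = neutral control wells and 100% = positive control wells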
# E coli growth = counter-screen for AddAB inhibitors: E. coli growth inhibition; E. coli V3065 growth, OD600 absorbance, 18 h; inhibition, % at 11.9 µM; 330,000 compounds, 0.27% hits; AID 449728;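 active means inhibition above the campaign's mean inhibition across all tested compounds plus 3 SD, cut at about 9.9% in these data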;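 further: uninfected addAB+ strain grown without phage in ampicillin broth; 0% = DMSO wells and 100% = ciprofloxacin 0.95 µg/ml wells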
# AddAB inh = less growth of phage-infected E. coli with AddAB. 330,000 compounds, 0.29% hits. AID 435030. E. coli expressing H. pylori AddAB, absorbance growth. inhibition, % at 11.9 µM; in the data active means inhibition above about 12%;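 further: 0% = vehicle wells of infected cells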
# Active calls of the source: *; ? = inconclusive; . = not tested or not shown. Not a hit list; about 3.6% have a hit in one of these screens.
SMILES,CAL PDZ FP-1,phage Ecoli inh,CAL PDZ FP-2,Tat transport,MITF TRPM1 HTS,SR-BI HDL uptake,SR-BI uptake up,Wnt bcat act,E coli growth,AddAB inh
CCC1(C)NC(=O)N(CC(=O)N2CCC(Cc3ccccc3)CC2)C1=O (centres undefined),0.9,-3.1,12.2,2.0,10.7,9.7,-9.7,-0.2,-0.7,-0.3
CC(=O)C1=C(C)NC(SCC(N)=O)=C(C#N)C1C (centres undefined),-0.8,1.6,-2.6,-5.5,-4.1,-7.9,7.9,.,0.8,1.6
CN1CCN(c2ncnc3scc(-c4ccccc4Cl)c23)CC1,-3.6,-0.1,-1.4,-4.9,24.1,.,.,-7.1,1.6,4.8
Cc1ccc(C)n1-c1ccc(-n2cnnn2)cc1,1.2,0.2,-2.5,-3.8,-4.1,-21.4,21.4,-7.0,-1.2,3.9
CCc1nnc(NC(=O)c2ccc(S(=O)(=O)N3CCOCC3)cc2)s1,-0.8,1.5,-1.8,3.5,-13.3,20.8,-20.8,-3.1,-0.4,2.4
N/C(=N\OC(=O)c1cc([N+](=O)[O-])ccc1Cl)c1ccccn1,-1.3,2.2,-2.6,1.9,.,-24.0,24.0,8.5,0.3,6.4
O=C(C(=O)c1cccnc1)c1cccnc1,-1.2,3.1,-4.6,-4.1,2.3,-13.1,13.1,0.5,-1.9,-0.7
O=C(CN1CCN(c2ccccn2)CC1)NCCc1ccccc1,-0.8,3.2,.,3.7,.,-10.2,10.2,-0.6,-0.5,2.9
COc1ccc(Cl)cc1NC(=O)C1CCCO1 (centres undefined),-0.6,0.3,-10.9,4.8,12.7,3.1,-3.1,.,-2.0,-1.4
O=C(Oc1ccc(/C=N/O)cc1)c1ccccc1Cl,-3.4,3.8,0.2,2.9,44.2,4.3,-4.3,-1.6,1.1,4.5
COc1ccccc1OCC(=O)NCCS(=O)(=O)N1CCN(c2ccc(F)cc2)CC1,0.2,0.2,54.4*,3.8,15.6,-5.6,5.6,0.4,0.6,1.3
CSc1nc(N(C)C)nc(N(C#N)CCOC(C)=O)n1,-0.4,3.8,8.1,-8.4,-4.7,-3.5,3.5,-0.9,1.2,2.5
O=C(COC(=O)c1ccc(Cl)c(S(=O)(=O)N2CCN(c3ccc(F)cc3)CC2)c1)Nc1cccc(Cl)c1,-0.8,1.3,-2.0,-12.2,3.0,26.1,-26.1,-9.3,-1.0,-2.4
CC(=Nc1ccccc1)C1=C(O)C(Cc2ccc(O)cc2)NC1=O (centres undefined),-0.3,1.9,-6.8,-1.4,-41.6,4.6,-4.6,-9.1,.,.
Cc1ccc(C(=O)Nc2ccccc2N2CCCCC2)cc1,-0.6,1.0,-1.0,11.9,.,56.9,-56.9,-0.8,0.0,2.0
CC1(C)CCc2cc(-c3ccnc(=S)[nH]3)ccc2O1,0.0,1.8,-2.7,2.7,21.4,15.6,-15.6,12.7,-2.9,1.4
Cc1ccc(C(=O)OCc2c(C)noc2C)cc1NC(=O)c1ccco1,-0.7,2.0,6.8,-3.7,-20.3,11.5,-11.5,0.4,-1.0,3.8
CCOC(=O)C(C(=O)Nc1ccccc1C)C1CCCCC1 (centres undefined),-3.0,4.4,0.7,2.5,7.4,22.8,-22.8,-0.6,2.6,3.2
O=C(Nc1cccc2nsnc12)c1cccnc1,-0.3,3.0,-3.9,5.5,-7.8,12.3,-12.3,0.2,3.2,2.4
O=S(=O)(Nc1nccs1)c1ccc(NS(=O)(=O)c2c(F)cc(F)c(Cl)c2F)cc1,-1.4,1.5,-8.5,0.7,5.3,-13.7,13.7,4.7,-0.9,-0.3
OC1(c2ccc(F)cc2)CN(c2ccccc2)C2=[N+]1CCS2 (centres undefined),0.1,1.8,-1.6,-4.8,-7.0,33.3,-33.3,.,-2.2,0.3
CCOc1ccc(S(=O)(=O)N2CCN(c3ncccn3)CC2)cc1,-2.2,1.6,-2.6,14.9,.,-10.0,10.0,-1.2,-0.3,2.1
CC(C)(C)CNc1cc(N2CCCC2)ccc1[N+](=O)[O-],-0.1,.,.,-8.3,-1.9,26.1,-26.1,-0.6,1.4,1.9
CCn1cnc2c(Nc3cccc(Cl)c3)nc(C#N)nc21,1.2,0.3,-0.3,-4.4,112.1*,-2.8,2.8,45.7*,-2.5,2.7
COc1ccc(-n2nc(C(=O)NCC(=O)NCCCN3CCOCC3)c3ccccc3c2=O)cc1Cl,-0.2,-2.6,-3.7,-5.3,-0.9,-31.4,31.4,-0.7,-1.9,2.0
SMILES,CAL PDZ FP-1,phage Ecoli inh,CAL PDZ FP-2,Tat transport,MITF TRPM1 HTS,SR-BI HDL uptake,SR-BI uptake up,Wnt bcat act,E coli growth,AddAB inh
CN(CCc1ccccc1)C(=O)c1ccc(NC(=O)Cc2ccc(NC(=O)C3CCN(C(=O)C4CCCC4)CC3)cc2)cc1,-1.7,0.2,0.9,-6.8,-15.1,26.8,-26.8,-1.3,.,.
Cc1ccc(C(=O)CSc2nn3c(=O)c(C(C)(C)C)nnc3s2)cc1,-1.2,4.3,0.7,-4.1,7.1,-11.5,11.5,.,-0.5,2.7
CCOC(=O)c1c(C)oc2cc(Br)c(O)c(Br)c12,-1.3,2.6,-5.3,6.1,-6.9,-9.3,9.3,-0.8,1.4,2.4
O=C(O)C1C2CCC(O2)C1C(=O)Nc1ccc(O)cc1 (centres undefined),-1.2,3.2,3.3,-4.2,-13.6,-16.1,16.1,13.9,1.1,3.1
CCN(CC)CCn1c2c(c(SCC(=O)Nc3ccccc3Cl)nc1=O)CCCC2,-0.5,2.6,-1.0,1.3,-10.6,-12.6,12.6,-3.6,-1.5,-1.0
Cc1ccc(OCCn2cc(/C=C(\C#N)C(=O)NCC3CCCO3)c3ccccc32)cc1 (centres undefined),-0.3,4.0,-1.9,16.7,6.2,53.9,-53.9,-3.4,-0.1,-1.9
O=C(CCNC(=O)C1CCN(S(=O)(=O)c2ccc(F)cc2)CC1)NC1CC1,-2.7,-2.0,-1.9,6.6,1.7,-8.0,8.0,-0.1,-0.2,0.4
CCOC(=O)C1=C(C)N(C)C(C)=C(C(=O)OCC)C1c1ccc(C(=O)OC)cc1,1.2,-0.8,2.3,0.5,-11.6,-37.8,37.8,.,2.8,1.4
Cc1nn(C(C)C(=O)NC2CCC(C)CC2)c(=O)c2nn(-c3ccccc3)c(C)c12 (centres undefined),-3.3,3.3,0.4,3.7,15.8,22.4,-22.4,1.0,-1.9,2.2
CCCOC(=O)CSc1nnc(-c2ccc(Cl)cc2Cl)o1,0.0,5.6,-2.9,7.0,-9.7,-24.6,24.6,.,2.0,0.0
O=C(Cc1ccccc1)NCCCN1CCN(CCCNC(=O)Cc2ccccc2)CC1,-1.8,2.5,-4.2,2.2,.,-22.3,22.3,-1.8,1.3,4.3
COc1ccc(Br)cc1CNC(=O)C1CCN(S(=O)(=O)N2CCC(C)CC2)CC1,0.0,4.6,-0.2,-1.4,-5.0,38.2,-38.2,-2.9,0.5,0.5
CCOC(=O)Cn1c(C)c(C#N)c2ccccc21,2.7,1.6,-6.9,6.4,3.5,35.5,-35.5,?,-2.8,3.8
O=S(=O)(c1ccccc1)N1CCN(c2nc3ccccc3s2)CC1,.,3.3,-0.2,8.9,44.3,-10.3,10.3,.,0.3,1.6
Cc1ccc(OCCOc2cccc(Br)c2)c([N+](=O)[O-])n1,-0.3,4.0,-1.4,-9.4,103.0*,33.5,-33.5,.,1.4,1.6
CCC(C)[C@H](NC(=O)NCC1CCCO1)C(=O)OC (some centres undefined),-2.6,2.9,.,-5.8,9.4,-25.2,25.2,.,-1.1,1.4
Cc1ccc(C)c(NS(=O)(=O)c2ccc(OCC(=O)NCc3ccccn3)cc2)c1,0.5,1.8,-0.1,-4.8,3.6,-1.1,1.1,-0.9,-7.9,-1.6
CN(C(=O)CCn1c(=S)oc2ccccc21)C1CCCCC1,-0.3,-0.5,4.8,-0.5,-2.5,.,.,1.2,2.1,1.2
O=C(COC(=O)c1cccc(C(F)(F)F)c1)NCc1ccc(Cl)cc1,-1.1,3.4,-0.3,3.3,9.1,-10.8,10.8,0.6,-0.9,-0.6
CNC(=O)c1[nH]cnc1C(=O)N[C@@H](CC(C)C)C(=O)OC(C)(C)C,0.7,2.5,-6.5,2.5,-2.3,-11.7,11.7,2.0,-1.4,-0.4
CC1CCN(S(=O)(=O)c2ccc(Cl)cc2)CC1,-0.8,3.6,1.8,0.2,-0.7,1.8,-1.8,-2.4,-0.8,0.3
CC1CCN(C(=O)CN2C(=O)C(C)(C)Oc3ccc(C(=O)NC4CCCC4)cc32)CC1,-1.1,2.3,-1.7,-4.9,.,8.8,-8.8,.,-2.3,-0.5
COc1cccc(-c2csc(NC(=O)C3CC3)n2)c1,0.1,3.7,.,-1.4,119.5*,26.0,-26.0,?,-1.7,2.7
CC(=O)c1cccc(N(C(=O)Cn2nnc3ccccc32)C(C(=O)NCC2CCCO2)c2ccc(N3CCOCC3)cc2)c1 (centres undefined),-2.8,1.2,-1.1,-1.2,14.0,-28.6,28.6,0.6,2.1,0.8
CC(=O)Nc1ccc(NC(=O)c2ccccc2S(=O)(=O)c2ccccc2[N+](=O)[O-])cc1,-1.9,3.6,-1.9,-0.3,10.9,-6.6,6.6,-0.4,1.4,4.7
SMILES,CAL PDZ FP-1,phage Ecoli inh,CAL PDZ FP-2,Tat transport,MITF TRPM1 HTS,SR-BI HDL uptake,SR-BI uptake up,Wnt bcat act,E coli growth,AddAB inh
O=C(Nc1nnc(SCc2ccccn2)s1)C1CC(=O)N(c2ccc(F)cc2)C1 (centres undefined),-0.5,2.0,-0.5,-9.9,-3.1,-3.2,3.2,-0.7,-2.8,0.4
CN(C)S(=O)(=O)c1ccc(C(=O)Oc2coc(CSc3ncccn3)cc2=O)cc1,-3.4,2.4,-0.7,10.5,1.3,-1.9,1.9,-0.6,2.7,0.1
CN(Cc1ccccc1)C(=O)COC(=O)C1=NNC(=O)CC1,-2.1,3.0,-12.7,6.9,2.5,-27.1,27.1,-1.6,1.4,2.4
Cc1cc(C)c(/C=N/n2c(C)cc(C)c(C#N)c2=O)c(C)c1,-2.1,3.0,-18.7,-5.4,8.3,-12.1,12.1,.,-2.2,3.5
COc1ccc(CCNC(=O)CN(c2cccc([N+](=O)[O-])c2)S(C)(=O)=O)cc1,0.0,4.5,.,-12.0,8.2,-1.0,1.0,-0.3,-2.7,-1.1
Cc1[nH]c(=O)[nH]c(=O)c1CSc1nnc([C@@H](NC(=O)OC(C)(C)C)C(C)C)o1,.,3.3,-2.8,-0.5,3.1,-17.6,17.6,-0.7,2.9,-0.2
CCc1ccc2oc(=O)cc(CN3CCN(c4ccc(F)cc4)CC3)c2c1,-0.4,1.4,.,-0.8,.,49.3,-49.3,-0.9,-3.4,0.3
